MrgX1 antag – blocks BAM8-22 activation of human MrgX1 receptor. MRGX1-HEK293 calcium flux, Fluo-4, BAM8-22 antagonism; stronger effect = lower value. B-score at 10 µM. actives 1.3% (n = 310,000). Q96LB2;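 active = calcium-response B-score plate-corrected more than 3 library SD below zero, starting fluorescence within 5 deviations, no agonist response on first addition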;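 note: peak minus trough fluorescence over baseline after final BAM8-22 challenge near maximal dose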
Target sequence (Q96LB2 whole entry, looked up): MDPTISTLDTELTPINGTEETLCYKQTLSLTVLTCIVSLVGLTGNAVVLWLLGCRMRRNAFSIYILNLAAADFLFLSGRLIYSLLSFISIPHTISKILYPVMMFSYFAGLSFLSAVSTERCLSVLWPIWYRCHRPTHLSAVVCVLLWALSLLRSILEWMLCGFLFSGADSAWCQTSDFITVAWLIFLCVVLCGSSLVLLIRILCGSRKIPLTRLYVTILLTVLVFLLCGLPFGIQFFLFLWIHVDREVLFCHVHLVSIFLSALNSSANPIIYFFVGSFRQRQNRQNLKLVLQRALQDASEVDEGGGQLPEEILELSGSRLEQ
RGS4 block – human RGS4 inhibition; B-score at 10 µM; actives 0.45% (n = 310,000); HEK293 M3R/RGS4 inducible, Fluo-4 calcium flux; stronger effect = higher value; triggered by carbachol at its EC20;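 active = B-score, a plate-corrected calcium signal, over three deviations above library mean, with baseline fluorescence within five deviations of library mean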;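 note: RGS4 expression induced by doxycycline in cells with stable M3 receptor; B-score is computed from the integrated fluorescence ratio over baseline after carbachol; higher B-score means a larger calcium signal and so more RGS4 inhibition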
Target sequence (P49798 whole entry, looked up): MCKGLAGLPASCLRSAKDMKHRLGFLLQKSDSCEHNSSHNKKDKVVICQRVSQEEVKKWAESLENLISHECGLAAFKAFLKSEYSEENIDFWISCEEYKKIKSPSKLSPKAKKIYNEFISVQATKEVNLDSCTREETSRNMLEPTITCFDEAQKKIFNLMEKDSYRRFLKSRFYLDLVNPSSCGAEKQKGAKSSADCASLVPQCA
SKKanGAS inh – inhibitors of SKKanGAS S. pyogenes growth in kanamycin (SK-promoter or general growth effect) | actives 1.3% (n = 300,000) | BacTiter-Glo, 6 h | inhibition, % at 7.5 µM;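 active = mean replicate score, as percent of positive control median, at least 50; inconclusive = mean below 50 but one replicate at or above 50; inactive = mean and every replicate below 50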;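 note: strain carries kanamycin resistance gene driven by streptokinase promoter and grows in 40 µg/ml kanamycin; loss of luminescence reflects streptokinase promoter inhibition or plain growth inhibition; 0% = median of DMSO wells and 100% = positive control at its reference dose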
MrgX1 agonist – agonists of human MrgX1 receptor. actives 0.44% (n = 310,000). Q96LB2. MrgX1-HEK293 cells, Fluo-4 calcium fluorescence, agonist mode; stronger effect = higher value. B-score at 10 µM;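 active = calcium response B-score plate-corrected fluorescence ratio at least 3 library SD, with starting fluorescence B-score inside 5 SD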
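Test system: HEK293 cells stably expressing human MrgX1 receptor; amount: 15,000 cells per well; doses: compound delivered in addition one of three; times: overnight plating before 1 h dye loading; detection: Fluo-4 NW calcium-flux fluorescence, kinetic read; read-out basis: B-scored fluorescence response ratio; controls: positive and negative controls per plate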
TRPC6 act – activators of mouse TRPC6 channel | AID 2550 | Q61143 | HEK293-TRPC6 membrane potential dye fluorescence; stronger effect = higher value | actives 0.13% (n = 310,000) | B-score at 10 µM;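 active = B-score of the integrated fluorescence ratio above library mean plus 3 SD, and starting fluorescence ratio within library mean plus 5 SD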;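 note: higher score means more depolarization so channel activation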
TMEM16A inh – mouse TMEM16A channel inhibition, primary screen | Q8BHY3 | HEK293 TMEM16A/YFP iodide influx fluorescence, ionomycin | normalized B-score (activity score, 25-100; higher = stronger inhibition) at 10 µM | actives 1.2% (n = 310,000) | AID 588511;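 active = ratio plate-corrected score three or more library SD toward inhibition, starting fluorescence score within five deviations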;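 note: score derived from kinetic fluorescence span divided by baseline fluorescence per well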
RGS4 act – RGS4 potentiation or activation; actives 0.92% (n = 310,000); B-score at 10 µM; HEK293 M3R/inducible RGS4, carbachol calcium flux Fluo4; stronger effect = lower value;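 active = B-score of the integrated calcium signal more than 4 SD below the library mean, with starting fluorescence not abnormally high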;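 note: negative B-score means reduced calcium response which marks RGS4 activation or potentiation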
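Assay system: HEK293 FlpIn-TREx cells, stable M3R, doxycycline-inducible RGS4 / Probe or stimulus: carbachol, ECmax concentration / Times: overnight RGS4 induction, 30 min dye load 37 °C, 20 min compound RT / Signal: kinetic calcium fluorescence imaging with Fluo4-AM dye, 2 µM / Measure: Agonist-evoked peak-minus-minimum fluorescence over baseline, integrated ratio, B score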
TRPC6 inhibitor – inhibitors of mouse TRPC6 channel; Q61143; HEK293-TRPC6, membrane potential dye, ACh-evoked depolarization; stronger effect = lower value; B-score at 10 µM; actives 1.1% (n = 310,000);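 active = B-score under library mean minus 3 SD, initial fluorescence not abnormally high, positive integrated signal ratio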;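 note: B-score derived from integrated fluorescence ratio over the kinetic read; more negative B-score means stronger inhibition of depolarization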
MrgX1 allo act – human MrgX1 positive allosteric modulation, primary screen; MrgX1-HEK293, Fluo-4 calcium flux, FDSS; stronger effect = higher value; B-score at 10 µM; actives 0.63% (n = 310,000); AID 588675;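 active = plate-corrected calcium response at least 3 library SD above typical, normal starting fluorescence, not activating the receptor alone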;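 note: compound read alongside a low EC10 to EC30 dose of BAM8-22 agonist; peak minus trough fluorescence over baseline measured at the second addition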
ANO1 activ – activators or potentiators of mouse TMEM16A chloride channel. Q8BHY3. HEK293 TMEM16A/YFP-H148Q/I152L, iodide quench fluorescence; stronger effect = lower value. B-score at 10 µM. actives 0.3% (n = 340,000);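 active = fluorescence-ratio B-score plate-corrected deviation score at least 3 library SD below zero, with starting fluorescence score within 5 deviations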;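 note: channel opened by trigger with iodide after compound preincubation; score built on the fluorescence ratio of max minus min over baseline; more negative score means more quench and so TMEM16A activation or potentiation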
HDAC3 inhib – human HDAC3 inhibition. O15379. inhibition, % at 8.3 µM. recombinant HDAC3, fluorogenic peptide/trypsin coupled, fluorescence. actives 0.15% (n = 320,000); in the data active = inhibition above about 26%, passing the limit was not always enough; inconclusive = no clear call, values can overlap the other calls
Target sequence (O15379 whole entry, looked up): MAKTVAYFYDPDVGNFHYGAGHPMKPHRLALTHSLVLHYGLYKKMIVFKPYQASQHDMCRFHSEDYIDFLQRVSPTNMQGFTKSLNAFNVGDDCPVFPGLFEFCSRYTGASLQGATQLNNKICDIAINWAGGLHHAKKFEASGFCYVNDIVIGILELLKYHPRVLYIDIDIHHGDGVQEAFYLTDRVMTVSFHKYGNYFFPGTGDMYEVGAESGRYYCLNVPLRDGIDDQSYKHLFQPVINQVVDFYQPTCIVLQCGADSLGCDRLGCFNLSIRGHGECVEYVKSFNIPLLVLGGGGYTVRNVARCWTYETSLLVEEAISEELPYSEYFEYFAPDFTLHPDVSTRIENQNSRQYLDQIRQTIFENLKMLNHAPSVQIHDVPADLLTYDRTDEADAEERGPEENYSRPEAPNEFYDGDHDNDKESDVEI
Starred values were filed as active, the others as inactive.

Results for COc1cn(-c2ccccc2)nc1C(=O)Nc1ccc(C)cc1 ?
MrgX1 antag: inactive; RGS4 block: inactive; SKKanGAS inh: -8.5; MrgX1 agonist: inactive; TRPC6 act: inactive; TMEM16A inh: inactive; RGS4 act: inactive; TRPC6 inhibitor: inactive; MrgX1 allo act: inactive; ANO1 activ: inactive; HDAC3 inhib: 0.4

How did COc1ccccc1C(=O)NCCC(=O)N(C)Cc1cccs1 do in these assays?
MrgX1 antag: inactive; RGS4 block: inactive; SKKanGAS inh: -6.7; MrgX1 agonist: inactive; TRPC6 act: inactive; TMEM16A inh: inactive; RGS4 act: inactive; TRPC6 inhibitor: inactive; MrgX1 allo act: inactive; ANO1 activ: inactive; HDAC3 inhib: 4.2

Results for CC(C)(C)CC(=O)Nc1nnc(-c2cccs2)s1 ?
MrgX1 antag: inactive; RGS4 block: inactive; SKKanGAS inh: 0.6; MrgX1 agonist: inactive; TRPC6 act: inactive; TMEM16A inh: inactive; RGS4 act: inactive; TRPC6 inhibitor: inactive; MrgX1 allo act: inactive; ANO1 activ: inactive; HDAC3 inhib: 3.1

Results for CCNC(=S)N(Cc1ccc2c(c1)OCO2)C1CC(=O)N(c2ccc(OC)cc2)C1=O (stereo not drawn) ?
MrgX1 antag: inactive; RGS4 block: inactive; SKKanGAS inh: -8.5; MrgX1 agonist: inactive; TRPC6 act: inactive; TMEM16A inh: inactive; RGS4 act: inactive; TRPC6 inhibitor: inactive; MrgX1 allo act: inactive; ANO1 activ: inactive; HDAC3 inhib: -1.1

How did COc1cc(/C=C/C(=O)O)cc(S(=O)(=O)Nc2ccc3c(c2)CCC3)c1OC do in these assays?
MrgX1 antag: inactive; RGS4 block: inactive; SKKanGAS inh: 2.2; MrgX1 agonist: inactive; TRPC6 act: inactive; TMEM16A inh: inactive; RGS4 act: inactive; TRPC6 inhibitor: inactive; MrgX1 allo act: inactive; ANO1 activ: inactive; HDAC3 inhib: -7.5

How did Cn1cccc1CC(=O)NNC(=S)NC(=O)c1ccc(F)cc1 do in these assays?
MrgX1 antag: inactive; RGS4 block: inactive; SKKanGAS inh: 65.0*; MrgX1 agonist: inactive; TRPC6 act: inactive; TMEM16A inh: inactive; RGS4 act: inactive; TRPC6 inhibitor: inactive; MrgX1 allo act: inactive; ANO1 activ: inactive; HDAC3 inhib: 3.9

Results for COCC(=O)Nc1ccccc1C#N ?
MrgX1 antag: inactive; RGS4 block: inactive; SKKanGAS inh: -8.8; MrgX1 agonist: inactive; TRPC6 act: inactive; TMEM16A inh: inactive; RGS4 act: inactive; TRPC6 inhibitor: inactive; MrgX1 allo act: inactive; ANO1 activ: inactive; HDAC3 inhib: 3.2

What do the screens show for `COc1ccc(NC(=O)c2cc(S(=O)(=O)N3CCCCC3)ccc2OC)cc1`?
MrgX1 antag: inactive; RGS4 block: inactive; SKKanGAS inh: -2.3; MrgX1 agonist: inactive; TRPC6 act: inactive; TMEM16A inh: inactive; RGS4 act: inactive; TRPC6 inhibitor: inactive; MrgX1 allo act: inactive; ANO1 activ: inactive; HDAC3 inhib: inconclusive

How did O=S(=O)(c1ccc(-c2csc(Nc3ccc(F)cc3)n2)cc1)N1CCCC1 do in these assays?
MrgX1 antag: inactive; RGS4 block: inactive; SKKanGAS inh: 3.5; MrgX1 agonist: inactive; TRPC6 act: inactive; TMEM16A inh: inactive; RGS4 act: inactive; TRPC6 inhibitor: inactive; MrgX1 allo act: inactive; ANO1 activ: inactive; HDAC3 inhib: 3.6

Results for Cc1cccc(OCC(=O)Nc2ccc3c(c2)nc(CCN2CCC(C)CC2)n3C)c1 ?
MrgX1 antag: inactive; RGS4 block: inactive; SKKanGAS inh: -1.0; MrgX1 agonist: inactive; TRPC6 act: inactive; TMEM16A inh: inactive; RGS4 act: inactive; TRPC6 inhibitor: inactive; MrgX1 allo act: inactive; ANO1 activ: inactive; HDAC3 inhib: -4.2

What do the screens show for `Cc1nc2ccccn2c1CN(C)C(=O)C1CCC(=O)N(Cc2cccc(F)c2)C1` (stereo not drawn)?
MrgX1 antag: inactive; RGS4 block: inactive; SKKanGAS inh: -5.5; MrgX1 agonist: inactive; TRPC6 act: inactive; TMEM16A inh: inactive; RGS4 act: inactive; TRPC6 inhibitor: inactive; MrgX1 allo act: inactive; ANO1 activ: inactive; HDAC3 inhib: -21.2

Results for COc1ccc(S(=O)(=O)N2CCCC(C(=O)N3CCN(C)CC3)C2)cc1C (stereo not drawn) ?
MrgX1 antag: inactive; RGS4 block: inactive; SKKanGAS inh: -1.8; MrgX1 agonist: inactive; TRPC6 act: inactive; TMEM16A inh: inactive; RGS4 act: inactive; TRPC6 inhibitor: inactive; MrgX1 allo act: inactive; ANO1 activ: inactive; HDAC3 inhib: 1.3

What do the screens show for `CCN(CC)C(=O)C1CCN(Cc2cccc(OCc3ccccc3)c2)CC1`?
MrgX1 antag: inactive; RGS4 block: inactive; SKKanGAS inh: -2.0; MrgX1 agonist: inactive; TRPC6 act: inactive; TMEM16A inh: inactive; RGS4 act: inactive; TRPC6 inhibitor: inactive; MrgX1 allo act: inactive; ANO1 activ: inactive; HDAC3 inhib: 3.8

Results for C=CCNC(=S)N/N=C/c1ccc(-c2cc(Cl)ccc2Cl)o1 ?
MrgX1 antag: inactive; RGS4 block: inactive; SKKanGAS inh: -8.6; MrgX1 agonist: inactive; TRPC6 act: inactive; TMEM16A inh: inactive; RGS4 act: inactive; TRPC6 inhibitor: inactive; MrgX1 allo act: inactive; ANO1 activ: inactive; HDAC3 inhib: 6.5

How did COc1cccc(NC(=S)N2CCC(N(C)CC3CCCO3)CC2)c1 (stereo not drawn) do in these assays?
MrgX1 antag: inactive; RGS4 block: inactive; SKKanGAS inh: -3.9; MrgX1 agonist: inactive; TRPC6 act: inactive; TMEM16A inh: inactive; RGS4 act: inactive; TRPC6 inhibitor: inactive; MrgX1 allo act: inactive; ANO1 activ: inactive; HDAC3 inhib: -0.6

Results for Cc1cnnc2c1-c1nonc1CC2 ?
MrgX1 antag: inactive; RGS4 block: inactive; SKKanGAS inh: -4.7; MrgX1 agonist: inactive; TRPC6 act: inactive; TMEM16A inh: inactive; RGS4 act: inactive; TRPC6 inhibitor: inactive; MrgX1 allo act: inactive; ANO1 activ: inactive; HDAC3 inhib: -3.7

What do the screens show for `Cc1ccccc1NC(=O)CN1CCc2ccccc2C1`?
MrgX1 antag: inactive; RGS4 block: inactive; SKKanGAS inh: 3.3; MrgX1 agonist: inactive; TRPC6 act: inactive; TMEM16A inh: inactive; RGS4 act: inactive; TRPC6 inhibitor: inactive; MrgX1 allo act: inactive; ANO1 activ: inactive; HDAC3 inhib: -1.5

What do the screens show for `CCCCN(C(=O)c1cc2c(s1)CCC2)c1c(N)n(CCCC)c(=O)[nH]c1=O`?
MrgX1 antag: inactive; RGS4 block: inactive; SKKanGAS inh: 0.8; MrgX1 agonist: inactive; TRPC6 act: inactive; TMEM16A inh: inactive; RGS4 act: inactive; TRPC6 inhibitor: inactive; MrgX1 allo act: inactive; ANO1 activ: inactive; HDAC3 inhib: -1.4

How did COc1ccc(S(=O)(=O)Nc2c(C)n(C)n(-c3ccccc3)c2=O)cc1 do in these assays?
MrgX1 antag: inactive; RGS4 block: inactive; SKKanGAS inh: -5.9; MrgX1 agonist: inactive; TRPC6 act: inactive; TMEM16A inh: inactive; RGS4 act: inactive; TRPC6 inhibitor: inactive; MrgX1 allo act: inactive; ANO1 activ: inactive; HDAC3 inhib: 0.8

What do the screens show for `Cc1ccnc2nc(C(=O)Nc3nc(-c4ccccn4)cs3)nn12`?
MrgX1 antag: inactive; RGS4 block: inactive; SKKanGAS inh: 5.1; MrgX1 agonist: inactive; TRPC6 act: inactive; TMEM16A inh: inactive; RGS4 act: inactive; TRPC6 inhibitor: inactive; MrgX1 allo act: inactive; ANO1 activ: inactive; HDAC3 inhib: 4.2

How did Cc1ccccc1NC(=O)CCCCCN1C(=O)[C@@H]2Cc3ccccc3CN2C1=O do in these assays?
MrgX1 antag: inactive; RGS4 block: inactive; SKKanGAS inh: 8.1; MrgX1 agonist: inactive; TRPC6 act: inactive; TMEM16A inh: inactive; RGS4 act: inactive; TRPC6 inhibitor: inactive; MrgX1 allo act: inactive; ANO1 activ: inactive; HDAC3 inhib: -2.8

What do the screens show for `O=C(O)c1cc2ccccc2c2cc(Br)ccc12`?
MrgX1 antag: inactive; RGS4 block: inactive; SKKanGAS inh: -6.2; MrgX1 agonist: inactive; TRPC6 act: inactive; TMEM16A inh: inactive; RGS4 act: inactive; TRPC6 inhibitor: inactive; MrgX1 allo act: inactive; ANO1 activ: inactive; HDAC3 inhib: -2.3

What do the screens show for `O=C(Nc1nc2ccccc2s1)C1CCN(C(=O)c2ccco2)CC1`?
MrgX1 antag: inactive; RGS4 block: inactive; SKKanGAS inh: 2.5; MrgX1 agonist: inactive; TRPC6 act: inactive; TMEM16A inh: inactive; RGS4 act: inactive; TRPC6 inhibitor: inactive; MrgX1 allo act: inactive; ANO1 activ: inactive; HDAC3 inhib: 6.0

Results for Cc1ccc(S(=O)(=O)c2ccc(Cl)cc2)cc1S(=O)(=O)N(C)CC(=O)O ?
MrgX1 antag: -5.93*; RGS4 block: inactive; SKKanGAS inh: 1.0; MrgX1 agonist: inactive; TRPC6 act: inactive; TMEM16A inh: inactive; RGS4 act: inactive; TRPC6 inhibitor: inactive; MrgX1 allo act: inactive; ANO1 activ: inactive; HDAC3 inhib: 0.5

What do the screens show for `CCC1CN(C(=O)NCc2ccccc2)c2cc(Cl)ccc2O1` (stereo not drawn)?
MrgX1 antag: inactive; RGS4 block: inactive; SKKanGAS inh: 5.9; MrgX1 agonist: inactive; TRPC6 act: inactive; TMEM16A inh: inactive; RGS4 act: inactive; TRPC6 inhibitor: inactive; MrgX1 allo act: inactive; ANO1 activ: inactive; HDAC3 inhib: 0.2

Results for O=C(Nc1ccc2ncccc2c1)Nc1ccc2ncccc2c1 ?
MrgX1 antag: inactive; RGS4 block: inactive; SKKanGAS inh: 3.3; MrgX1 agonist: inactive; TRPC6 act: inactive; TMEM16A inh: inactive; RGS4 act: inactive; TRPC6 inhibitor: inactive; MrgX1 allo act: inactive; ANO1 activ: inactive; HDAC3 inhib: 4.7

From PubChem
